Compound activity: PubChem, several laboratories
Yeast superoxide: reduction of superoxide in aged yeast, primary screen, HTS; 330,000 compounds, 0.18% hits; superoxide response (% of plate mean), % at 10 µM; S. cerevisiae aged cells, superoxide DHE fluorescence; hits give low values;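 active = superoxide response under a set limit, about three screen SD below normal, cut at about 65% in these data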;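 also: yeast aged for seven days with compound at 30 °C before DHE staining; 100% = average MFI of all compound-treated wells on the plate with controls excluded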
RPL19A-GFP yeast: RPL19A-GFP expression modulators in yeast, primary screen, cell-based, S. cerevisiae, multiplex flow cytometry, MLPCN; percent response vs DMSO, % at 10 µM; 330,000 compounds, 0.3% hits; S. cerevisiae RPL19A-GFP strain, 3 h; hits give low values; AID 2025, 2009;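 active = percent response vs DMSO below 50%; inconclusive = fewer than 70 events counted for the yeast strain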;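 also: median channel GFP fluorescence of the barcoded RPL19A-GFP strain; ratio of sample median GFP to plate DMSO average so 100% = DMSO; lower means less RPL19A-GFP as with rapamycin TOR inhibition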
LAP4 TOR yeast: modulators of LAP4-GFP expression in yeast, primary screen, S. cerevisiae, multiplex flow cytometry, MLPCN library | GFP response vs DMSO, % at 10 µM | 320,000 compounds, 0.34% hits | 3 h; median GFP as percent of DMSO wells;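 active = GFP response vs DMSO above a set limit, about the screen mean plus 3 SD, cut at about 150% in these data; inconclusive = under 70 cell events counted for the yeast strain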
GASC-1 inh: inhibitors of GASC-1 histone demethylase, primary screen, biochemical, fluorescence, DELFIA europium | Lysine-specific demethylase 4C (Homo sapiens), Q9H3R0 | GST-JMJD2C(1-420) H3K9me3 demethylation | inhibition, % at 2.35 µM | 330,000 compounds, 0.069% hits | AID 2099, 2009;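 active = more than half of a compound's replicate wells show inhibition beyond 50%, single wells judged on their own value; inconclusive = some, but no more than half, of replicates pass 50% inhibition; inactive = no replicate passes 50% inhibition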;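 also: signal counts dimethyl H3K9 product captured on neutravidin plate; 0% = median of DMSO wells and 100% = 0.3 times that DMSO median; strong numbers were not always called active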
Target sequence (Q9H3R0 1-420 limits assumed): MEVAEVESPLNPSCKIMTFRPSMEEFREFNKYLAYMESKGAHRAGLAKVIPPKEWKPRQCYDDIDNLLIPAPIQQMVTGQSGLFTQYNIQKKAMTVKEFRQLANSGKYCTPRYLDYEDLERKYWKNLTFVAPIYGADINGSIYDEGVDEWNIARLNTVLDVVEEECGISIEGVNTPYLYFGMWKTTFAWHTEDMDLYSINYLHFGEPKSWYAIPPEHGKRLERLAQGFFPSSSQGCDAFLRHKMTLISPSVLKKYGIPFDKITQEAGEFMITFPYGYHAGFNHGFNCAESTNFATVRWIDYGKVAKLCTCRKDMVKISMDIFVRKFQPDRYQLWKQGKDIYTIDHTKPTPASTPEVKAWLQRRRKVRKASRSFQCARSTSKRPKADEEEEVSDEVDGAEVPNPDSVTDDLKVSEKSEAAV
procasp7 counter: procaspase-7 activators, primary screen, counter-screen for procaspase-3 activator project, biochemical, absorbance, HTS, human; recombinant procaspase-7, Ac-DEVD-pNA absorbance 405 nm; D23A/D198A/D206A triple mutant, cannot self-cleave; scale: DMSO 0, 5 µM enzyme 100; 330,000 compounds, 0.093% hits; activation, % at 8.5 µM;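 active = percent activation above the screen-wide mean plus 3 SD, cut at about 25% in these data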
Target sequence (P55210 whole entry D23A/D198A/D206A): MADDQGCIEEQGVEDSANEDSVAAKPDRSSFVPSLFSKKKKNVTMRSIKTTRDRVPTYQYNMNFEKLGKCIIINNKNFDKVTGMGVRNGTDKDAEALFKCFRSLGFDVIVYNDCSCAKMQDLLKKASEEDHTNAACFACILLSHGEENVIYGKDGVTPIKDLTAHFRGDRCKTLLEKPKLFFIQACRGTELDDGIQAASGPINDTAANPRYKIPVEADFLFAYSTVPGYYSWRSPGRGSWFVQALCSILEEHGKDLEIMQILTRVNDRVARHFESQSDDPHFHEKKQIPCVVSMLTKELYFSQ
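Detection: p-Nitroaniline absorbance at 405 nm, read at 0 and 120 min; system: Uncleavable procaspase-7 mutant enzyme; evaluation: % activation from two-timepoint absorbance difference, scaled to controls; times: 1 h enzyme–compound preincubation and 2 h substrate reaction, both 25 °C; buffer or medium: Zinc-free HEPES pH 7.4 with 300 mM NaCl, 0.01% Triton X-100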
MEP2-GFP yeast: modulators of MEP2-GFP levels in yeast, primary screen, S. cerevisiae, multiplex flow cytometry, MLPCN library. GFP response vs DMSO, % at 10 µM. S. cerevisiae MEP2-GFP strain, 3 h; 100% = DMSO control level. 330,000 compounds, 0.51% hits;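 active = GFP response versus DMSO above a set limit, roughly screen mean plus 3 SD, cut at about 180% in these data; inconclusive = fewer than 70 cells counted for a yeast strain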;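 also: median GFP fluorescence of the barcode-gated MEP2-GFP cells per well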
procasp3 activ: activators of human procaspase-3 D3A mutant, primary screen, biochemical, absorbance, PC-3 D3A mutant, single concentration. Caspase-3 (Homo sapiens), P42574. 330,000 compounds, 0.11% hits. recombinant procaspase-3 D3A, Ac-DEVD-pNA absorbance 405 nm. activation, % at 8.5 µM;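 active = activation above the mean of all tested compounds plus 3 SD, cut at about 21% in these data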;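 also: 0% = DMSO alone and 100% = DMSO wells spiked with extra 5 µM PC-3 D3A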
Target sequence (P42574 whole entry D9A/D28A/D175A): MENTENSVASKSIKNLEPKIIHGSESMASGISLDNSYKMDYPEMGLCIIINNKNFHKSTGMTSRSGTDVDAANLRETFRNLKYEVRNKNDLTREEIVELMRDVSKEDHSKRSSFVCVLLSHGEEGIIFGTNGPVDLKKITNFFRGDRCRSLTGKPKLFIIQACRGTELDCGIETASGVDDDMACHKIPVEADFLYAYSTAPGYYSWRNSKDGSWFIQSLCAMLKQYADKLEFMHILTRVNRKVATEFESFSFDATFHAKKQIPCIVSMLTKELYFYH
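Evaluation: percent activation relative to control range; Material: Procaspase-3 D3A mutant, all three cleavage aspartates alanine; Compound: single dose, 8.5 µM nominal compound, 0.8% DMSO; Replication: one well per compound; Signal: absorbance at 405 nm, 0 and 120 min; Schedule: 1 h preincubation plus 2 h reaction at 25 °C.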
AHR act: AHR activators, primary screen, cell-based, luminescence, luciferase reporter, human; AHR-responsive luciferase reporter cells; activation, % at 5 µM; 320,000 compounds, 2.5% hits; AID 2796, 2010; in the data active = activation above about 47%;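 also: 0% = vehicle wells and 100% = reference agonist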
Starred values were filed as active, the others as inactive; u = inconclusive; x = no result given; [ ] = dose if it differs, or a comment. Random draw from the library; any-hit rate near 3.8%.

SMILES | Yeast superoxide | RPL19A-GFP yeast | LAP4 TOR yeast | GASC-1 inh | procasp7 counter | MEP2-GFP yeast | procasp3 activ | AHR act
CC(=O)NN1C(=O)/C(=C/c2ccc(C(C)C)cc2)SC1=S | 96 | 100 | 98 | 12 | -2 | 92 | -19 | 0
CCOC(=O)C1=C(C)OC(N)=C(C#N)C1c1cc2c(cc1[N+](=O)[O-])OCO2 (centres undefined) | 151 | 108 | 91 | -12 | -35 | 108 | -22 | 44
CCn1c(CNC(=O)c2ccco2)nnc1SCC(=O)Nc1ccccc1Cl | 96 | 102 | 100 | -7 | 2 | 101 | 2 | -1
COc1cc(C2/C(=C(\O)c3ccc4c(c3)OCCO4)C(=O)C(=O)N2Cc2ccco2)cc(OC)c1OC (centres undefined) | 110 | 104 | 65 | -2 | x | 94 | x | x
COc1ccc(C(=O)OCC(=O)N2C(C)CCCC2C)cc1S(=O)(=O)N1CCOCC1 (centres undefined) | 109 | 95 | 97 | 2 | 8 | 103 | 1 | -3
COc1ccccc1NS(=O)(=O)c1ccc(-c2cc(C)no2)s1 | 112 | 100 | 90 | 4 | 1 | 92 | -1 | 3
CCn1nc(NC(=O)COC)c2cc3cccc(C)c3nc21 | 110 | 98 | x | -3 | 5 | 107 | 0 | 28
O=C(Nc1ccc(Br)cc1)C1CCCC1 | 105 | 104 | 99 | -5 | 6 | 115 | -2 | -2
O=C(COC(=O)c1ccc(Cl)s1)c1cc2ccccc2o1 | 104 | 96 | 101 | 0 | -6 | 95 | 3 | 12
COc1ccc(C2=NNC(=Nc3cc(S(=O)(=O)N(C)C)ccc3C)SC2)c(OC)c1 | 96 | 99 | 99 | -14 | 7 | 101 | 2 | 8
COc1cc(/C=C/C(=O)NCc2nc3ccccc3[nH]2)cc(OC)c1OC | 98 | 104 | 95 | 0 | 2 | 103 | 1 | 2
Cc1ccc(C(C)C)c(Oc2nnnn2-c2ccccc2)c1 | 114 | 101 | 79 | 35 | 5 | 100 | -1 | 1
O=C(/C=C/c1ccc(S(=O)(=O)N2CCOCC2)cc1)Nc1ccc(F)c(F)c1F | 91 | 96 | 95 | 10 | -8 | 98 | 3 | 0
O=C(CSCc1ccc(Br)cc1)NCc1ccccn1 | 84 | 92 | 95 | 9 | 6 | 90 | 2 | -1
CCOC(=O)c1c(/N=C/c2ccccc2O)sc2c1CCC2 | 91 | 102 | 98 | -3 | -19 | 107 | -7 | 5
O=C(CN(C(=O)c1csnn1)c1ccccc1Cl)NCCc1ccccc1 | 97 | 100 | 97 | 0 | -7 | 95 | 1 | 0
CCN(CC(=O)Nc1ccccc1C(F)(F)F)C(=O)Cc1sc(C)nc1-c1ccc(F)cc1 | 107 | 93 | 98 | u | 4 | 94 | 7 | 1
COc1cc(/C=C/C(=O)O)cc(OC)c1O | 95 | 101 | 100 | -5 | -15 | 101 | -9 | -2
COc1ccc(NC(=O)CCS(=O)(=O)c2ccc3c(c2)CCCN3C(C)=O)cc1 | 103 | 101 | 90 | -6 | -6 | 97 | -14 | 2
CC(C)c1ccc(-c2cc(C(=O)N3CCOCC3)c3cc(Br)ccc3n2)cc1 | 93 | 97 | 104 | -3 | 5 | 96 | 2 | 10
Clc1ccc(-c2cn3cc(Br)ccc3n2)cc1Cl | 95 | 95 | 90 | 3 | 4 | 99 | -5 | 90*
CCOc1ccccc1NC(=O)CCS(=O)(=O)c1ccc2c(c1)CC(C)N2C(C)=O (centres undefined) | 97 | 105 | 97 | -5 | 10 | 100 | -2 | 4
O=C(O)CC(SCC(=O)NC1CCCc2ccccc21)C(=O)O (centres undefined) | 104 | 98 | 98 | -1 | 8 | 98 | 3 | 5
CCOc1ccc(C(OC(=O)c2ccco2)C(=O)NCc2ccc(C)cc2)cc1 (centres undefined) | 97 | 96 | 90 | 11 | 7 | 95 | 0 | 3
Cc1ccc(NC(=S)NCc2ccccc2)c(C)c1 | 120 | 106 | 85 | -17 | -12 | 110 | -4 | 0
COc1ccc(Cl)cc1NC(=O)Cn1c(=O)oc2ccccc21 | 97 | 101 | 92 | 2 | 5 | 98 | 0 | 2
O=c1[nH]c2ccccc2c(O)c1SCCO | 104 | 108 | 96 | 15 | -6 | 108 | -3 | 0
CCOc1ccc(CCNC(=O)CN(C)S(=O)(=O)c2ccc3c(c2)CCC(=O)N3)cc1OCC | 105 | 104 | 101 | -6 | 2 | 101 | -1 | 3
CCOC(=O)c1ccc(NC(=O)COc2ccccc2CNCCc2ccccc2)cc1 | 74 | 98 | 94 | -1 | 3 | 101 | 3 | 50*
CCOC(=O)C1Nc2ccc(C)cc2C2C=CCC12 (centres undefined) | x | x | x | -12 | -19 | x | -3 | -1
CCOC(=O)CCCN1CC(O)=C(c2nc3ccccc3s2)C1=N | 106 | 96 | 97 | -29 | -1 | 104 | 4 | 9
Cc1ccc(C(=O)N2CC=C(c3ccccc3)CC2)o1 | 104 | 98 | 113 | 8 | -1 | 96 | -9 | 1
COc1ccc(-c2csc(Nc3ccc(S(N)(=O)=O)cc3)n2)cc1OC | 97 | 103 | 97 | 21 | -9 | 107 | 0 | -9
CCc1ccccc1NC(=O)COc1cccc2ccc(C)nc12 | 115 | 106 | 83 | 6 | -1 | 119 | 7 | 7
C/C(Cn1cnc([N+](=O)[O-])n1)=N\NC(=O)c1cccnc1 | 103 | 100 | 73 | 3 | -6 | 89 | -5 | 36
C=CCSc1nc2ccccc2n2cnnc12 | 147 | 108 | 89 | 3 | 9 | 117 | -3 | 10
Cc1cc(C(F)(F)F)nc(-n2cc(-c3cccc(N)c3)nn2)n1 | 94 | 92 | 105 | -2 | 2 | 88 | 4 | 8
COC(=O)c1sc(NC(=O)Cc2cccs2)nc1C | 94 | 96 | 101 | 0 | 3 | 99 | 2 | 35
O=C(CN1C(=O)C2C3C=CC(C3)C2C1=O)N1CC=C(c2ccccc2)CC1 (centres undefined) | 100 | 93 | 101 | 2 | -4 | 96 | -3 | -1
CCN(CC)C(=O)C1CCCN(C(=O)CCn2nnnc2CN2CCOCC2)C1 (centres undefined) | 99 | 97 | 108 | 2 | -2 | 94 | 0 | -1
Cc1ccc(S(=O)(=O)CC(=O)Nc2ccc(S(=O)(=O)Nc3onc(C)c3C)cc2)cc1 | 96 | 101 | 93 | u | -2 | 105 | -3 | 1
CC(=O)Nc1ccc(NC(=O)c2ccc(-c3ccc([N+](=O)[O-])cc3)o2)cc1 | 75 | 109 | 73 | -12 | -8 | 100 | -5 | 12
CCn1cc(-c2ccccc2)c(C(=O)O)c1-c1ccc(OC)cc1 | 100 | 89 | 110 | 4 | 2 | 83 | 1 | 58*
O=c1[nH]c2cc3c(cc2cc1CN(CCO)S(=O)(=O)c1ccccc1)OCCO3 | 105 | 92 | 87 | 0 | 1 | 89 | 7 | 15
O=C(NCCc1cn2ccccc2n1)C1CCCCC1 | 86 | 101 | 93 | -18 | 18 | 101 | -2 | 0
Cc1ccc(SCC(=O)NCc2ccccc2)cc1 | 99 | 98 | 90 | 22 | 8 | 96 | -1 | 1
N#C/C(=C\c1ccc(-c2ccccc2Cl)o1)C(=O)Nc1nc2ccccc2s1 | 115 | 95 | 88 | -28 | -8 | 96 | -2 | 9
COc1ccc(NC(=S)N(CCN(C)C)Cc2cccs2)cc1 | 107 | 99 | 98 | -5 | 7 | 101 | -1 | 3
Cc1ccccc1C(=O)N1CCN(c2ccc(NC(=S)NC(=O)c3cccs3)cc2)CC1 | 102 | 94 | 90 | 9 | -12 | 98 | -2 | -3
Cc1ccc(/C=C/C(=O)N2CCc3ccccc32)o1 | 95 | 101[may fluoresce green] | 168*[may fluoresce green] | -6 | -28 | 100[may fluoresce green] | -33 | 12
Cc1cccc(C)c1NC(=O)CN | 102 | 101 | 105 | -1 | 3 | 104 | -8 | 4
CC(=O)N1c2ccc(S(=O)(=O)N(C)CC(=O)N3CCCC3)cc2CC1C (centres undefined) | 93 | 95 | 92 | -7 | 7 | 109 | -2 | 6
C[C@H]1COC(=O)[C@@H](Cc2ccc(F)cc2)CC/C=C\C[C@H](CC(=O)NCCO)C(=O)N1 | 98 | 100 | 106 | x | 8 | 98 | 8 | -1
COc1cc2[nH]c(=S)n(C3CC3)c(=O)c2cc1OC | 92 | 102 | 99 | -14 | 3 | 99 | 2 | 2
O=C(O)C(Cc1ccccc1)n1cccc1 (centres undefined) | 98 | 97 | 91 | 5 | -2 | 100 | -5 | 0
CCCC1CC(CSC(=N)N)OC1=O (centres undefined) | 113 | 91 | 100 | -1 | 6 | 103 | -1 | -7
CC(C)Nc1ccc(C(CC(N)=O)NC(=O)c2ccccc2)cc1[N+](=O)[O-] (centres undefined) | 95 | 95 | 101 | -1 | -4 | 113 | -5 | 3
N=C1c2ccccc2CN1c1ccc(N2CCOCC2)c(S(=O)(=O)Nc2ccc(Cl)cc2)c1 | 112 | 107 | 96 | 31 | -21 | 105 | -21 | 5
COC(=O)/C(=N/Nc1ccccc1)N1CCCc2ccccc21 | 103 | 96 | 93 | 3 | -3 | 92 | 3 | 8
Nc1c2nc(-c3ccccc3Cl)[nH]c(=O)c2nc(=O)n1-c1ccccc1 | 95 | 105 | 109 | 9 | 7 | 106 | 8 | 87*

An excerpt of these results, as tab-separated lines:
SMILES	Yeast superoxide	RPL19A-GFP yeast	LAP4 TOR yeast	GASC-1 inh	procasp7 counter	MEP2-GFP yeast	procasp3 activ	AHR act
Cc1ccc(SCC(=O)NCc2ccccc2)cc1	99	98	90	22	8	96	-1	1
CCCC1CC(CSC(=N)N)OC1=O (centres undefined)	113	91	100	-1	6	103	-1	-7
COc1cc2[nH]c(=S)n(C3CC3)c(=O)c2cc1OC	92	102	99	-14	3	99	2	2

The list goes on:
SMILES | Yeast superoxide | RPL19A-GFP yeast | LAP4 TOR yeast | GASC-1 inh | procasp7 counter | MEP2-GFP yeast | procasp3 activ | AHR act
CCN(CC)S(=O)(=O)c1cnccc1N1CCN(c2cccc(Cl)c2)CC1 | 102 | 99 | 104 | 10 | 5 | 101 | 1 | 0
CCN(C1CCCCC1)S(=O)(=O)c1ccc(-n2cnnn2)c(C)c1 | 110 | 98 | 100 | 6 | -2 | 99 | 9 | -1
CCOC(=O)Cc1csc(NC(=O)CSc2nnc(C(C)C)n2CC)n1 | 112 | 99 | 96 | -3 | -3 | 97 | 5 | 0
COc1cc(/C=C/C(=O)OCC(=O)N2CCC(C)CC2)ccc1O | 89 | 102 | 115 | -1 | 0 | 103 | -10 | -2
Nc1ncncc1-c1ccc(Cl)cc1 | 103 | 103 | 122 | -18 | 9 | 106 | 9 | -4
Cn1ncc([N+](=O)[O-])c1C(=O)Nc1ccc(C2CCCCC2)cc1 | 106 | 97 | 109 | -15 | -11 | 99 | -5 | 34
